# Screening results deposited in PubChem BioAssay by NMMLSC.
# Bcl-2 Bim block = inhibitors of Bim-Bcl-2 binding, primary screen, biochemical, multiplexed, human Bcl-2 family; Bead-based flow cytometry, Bim peptide-Bcl-2 binding; Apoptosis regulator Bcl-2 (Homo sapiens), P10415; inhibition, % at 10 µM; 190,000 compounds, 0.06% hits; AID 950, 2007; in the data active means inhibition above about 40%; inconclusive means no clear call, values can overlap the other calls;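 further: 0% = no compound wells with probe peptide and 100% = reference peptide inhibitor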
# Target sequence (P10415 whole entry, looked up): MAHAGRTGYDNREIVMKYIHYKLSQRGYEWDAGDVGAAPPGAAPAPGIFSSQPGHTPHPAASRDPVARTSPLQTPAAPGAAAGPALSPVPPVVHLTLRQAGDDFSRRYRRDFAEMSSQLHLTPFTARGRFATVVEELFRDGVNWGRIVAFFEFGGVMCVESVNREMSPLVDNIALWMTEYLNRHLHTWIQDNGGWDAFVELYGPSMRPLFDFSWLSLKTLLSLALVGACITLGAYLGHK
# Mcl-1 Bim block = inhibitors of Bim peptide binding to Mcl-1, primary screen, biochemical, bead-based flow cytometry, multiplex. Induced myeloid leukemia cell differentiation protein Mcl-1 (Homo sapiens), Q07820. Bim peptide-Mcl-1 binding. inhibition, % at 10 µM. 190,000 compounds, 0.1% hits;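 further: 0% = no compound tracer wells and 100% = peptide blocker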
# Target sequence (Q07820 whole entry, looked up): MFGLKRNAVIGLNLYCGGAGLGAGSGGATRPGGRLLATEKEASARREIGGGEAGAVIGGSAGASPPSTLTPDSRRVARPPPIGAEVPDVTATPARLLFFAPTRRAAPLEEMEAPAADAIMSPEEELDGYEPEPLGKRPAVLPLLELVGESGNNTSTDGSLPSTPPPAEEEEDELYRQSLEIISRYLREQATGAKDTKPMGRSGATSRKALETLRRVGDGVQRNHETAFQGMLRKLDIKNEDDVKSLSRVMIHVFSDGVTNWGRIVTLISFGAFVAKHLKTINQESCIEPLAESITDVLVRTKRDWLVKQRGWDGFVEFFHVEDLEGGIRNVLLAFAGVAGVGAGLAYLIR
# Bim-Bcl-XL = inhibitors of Bim-Bcl-XL binding, primary screen, biochemical, multiplexed, bead flow cytometry, human Bcl-XL; Bim peptide-Bcl-XL binding, fluorescence; inhibition, % at 10 µM; 190,000 compounds, 0.04% hits; Bcl-2-like protein 1 (Homo sapiens), Q07817; AID 1007, 2008
# Target sequence (Q07817 whole entry, looked up): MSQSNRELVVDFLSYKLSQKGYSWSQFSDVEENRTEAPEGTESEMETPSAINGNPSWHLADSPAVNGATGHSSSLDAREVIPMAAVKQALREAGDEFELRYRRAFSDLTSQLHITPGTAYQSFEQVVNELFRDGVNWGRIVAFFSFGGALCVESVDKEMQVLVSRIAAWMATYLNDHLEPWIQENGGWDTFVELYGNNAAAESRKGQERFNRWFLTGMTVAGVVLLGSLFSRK
# ABCG2 inh = ABCG2 efflux pump inhibitors, primary screen, multiplex with ABCB1, IgMXP3 cells, flow cytometry; Broad substrate specificity ATP-binding cassette transporter ABCG2 (Homo sapiens), Q9UNQ0; JC-1 efflux; inhibition, % at 6.6 µM; 190,000 compounds, 0.1% hits;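 active means inhibition above 80%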;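 further: 0% = DMSO and 100% = nicardipine control wells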
#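 Read-out basis: Efflux inhibition in percent versus controls | Test system: ABCG2 IgMXP3 and barcoded ABCB1 CCRF-Adr cell mix | Quantity: 3 million cells/mL in well | Schedule: 10 min at 25 °C | Control set: Nicardipine as high control, DMSO as low control | Reagent: JC-1 as fluorescent efflux pump substrate | Signal: Flow cytometry of retained JC-1 fluorescence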
# Bim-Bfl-1 = inhibitors of Bim binding to Bfl-1, primary screen, biochemical, multiplexed, bead-based flow cytometry. Bim-Bfl-1 binding inhibition. AID 1008, 2008. inhibition, % at 10 µM. 190,000 compounds, 0.12% hits;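 further: 0% = wells without compound plus tracer and 100% = blocker peptide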
# RGS4-Gao reg = modulators of RGS4 binding to Galphao, primary screen, biochemical, multiplexed bead flow cytometry | Guanine nucleotide-binding protein G(o) subunit alpha (Homo sapiens), P09471 | actives lie on both sides | binding response (% of control), % at 10 µM | 220,000 compounds, 0.33% hits | AID 1415, 2008; in the data active means binding response below about 49% or above about 150%; inactive means in between;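 further: fluorescent Galphao activated with aluminum fluoride binding bead-coupled RGS4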
# Bcl-B Bim block = inhibitors of Bim-Bcl-B binding, primary screen, biochemical, multiplexed, human Bcl-2 family. Bcl-2-like protein 10 (Homo sapiens), Q9HD36. bead-based flow cytometry, Bim peptide-Bcl-B binding. inhibition, % at 10 µM. 190,000 compounds, 0.073% hits. AID 951, 2007;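 further: 0% = tracer peptide without compound and 100% = reference inhibitor peptide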
# Target sequence (Q9HD36 whole entry, looked up): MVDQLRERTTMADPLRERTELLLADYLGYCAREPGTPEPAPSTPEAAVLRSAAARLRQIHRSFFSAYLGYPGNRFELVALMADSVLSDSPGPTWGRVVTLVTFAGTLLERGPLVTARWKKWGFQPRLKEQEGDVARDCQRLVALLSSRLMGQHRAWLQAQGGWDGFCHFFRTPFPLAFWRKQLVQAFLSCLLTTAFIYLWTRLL
# ABCB1 block = ABCB1 efflux pump inhibitors, primary screen, cell-based, multiplex, flow cytometry, ABCG2 counter-screen; ATP-dependent translocase ABCB1 (Homo sapiens), P08183; CCRF-Adr cells, JC-1 efflux; inhibition, % at 6.6 µM; 190,000 compounds, 0.067% hits; in the data active means inhibition above about 40%;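 further: 0% = vehicle and 100% = reference inhibitor; higher value means more JC-1 retained so stronger ABCB1 efflux block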
# RGS8-Gao reg = RGS8-Galphao binding modulators, primary screen, biochemical, multiplexed bead flow cytometry; Guanine nucleotide-binding protein G(o) subunit alpha (Homo sapiens), P09471; actives lie on both sides; response (percent of control binding), % at 10 µM; 220,000 compounds, 0.34% hits; in the data active means response below about 60% or above about 140%; inactive means in between;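 further: Galphao activated as the GDP aluminium fluoride complex binding bead-coupled RGS8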
# RGS7-Gao reg = RGS7-Galphao binding modulators, primary screen, biochemical, multiplexed bead flow cytometry; Guanine nucleotide-binding protein G(o) subunit alpha (Homo sapiens), P09471; actives lie on both sides; binding response (% of control), % at 10 µM; 220,000 compounds, 0.35% hits; in the data active means binding response below about 49% or above about 150%; inconclusive means no clear call, values can overlap the other calls; inactive means in between;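 further: fluorescent Galphao held in activated GDP-AlF4 state binding bead-coupled RGS7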
# Bcl-W Bim block = inhibitors of Bim binding to Bcl-W, primary screen, biochemical, multiplexed, bead-based flow cytometry | inhibition, % at 10 µM | Bcl-2-like protein 2 (Homo sapiens), Q92843 | Bim peptide-Bcl-W binding | AID 952, 2007 | 190,000 compounds, 0.02% hits;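 further: 0% = bound tracer without compound and 100% = peptide blocker; higher means less fluorescent Bim peptide bound to Bcl-W beads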
# The depositor's hits bear a star; ? = inconclusive. Unless noted, no stated cut-off is given here; in the data, active means inhibition above about 40%. Compounds were not picked by outcome; 0.94% or so of the library scored in one or more.
# Sequence of screens – Mcl-1 Bim block	Bcl-B Bim block	ABCB1 block	ABCG2 inh	RGS8-Gao reg	RGS4-Gao reg	Bcl-W Bim block	RGS7-Gao reg	Bim-Bcl-XL	Bim-Bfl-1	Bcl-2 Bim block
> CCN1CCN(C2CC(=O)NC2=O)CC1 (stereo unspecified)
  -1.0	-2.0	1.3	1.0	99.9	102.8	-4.0	99.4	-3.0	0.0	0.0
> N/C(=N\OC(=O)c1ccc(Cl)cc1)c1ccc(Cl)cc1
  11.0	-7.0	1.0	13.9	103.4	102.6	-3.0	102.8	-2.0	-4.0	1.0
> CCOC(=O)CNC(=O)Cn1cnc2sc(C)c(S(=O)(=O)N3CCC(C)CC3)c2c1=O
  0.0	-6.0	0.4	-1.8	100.5	101.0	-1.0	98.2	-3.0	-12.0	-7.0
> COc1ccc(NC(=O)c2cccnc2Sc2ccccc2)c(OC)c1
  -3.0	-6.0	0.5	4.5	100.3	100.0	-2.0	103.9	-6.0	-2.0	-5.0
> Cc1ccc2c3c(c(SCC(=O)Nc4nonc4C)nc2c1)CCCC3
  -5.0	-4.0	0.4	1.7	96.8	102.6	0.0	100.5	-2.0	-2.0	-5.0
> CCOc1ccc(CSC2=NCCN2)cc1[N+](=O)[O-]
  -4.0	-8.0	0.5	4.6	101.3	100.8	-3.0	99.0	-5.0	-14.0	-6.0
> CCN1CCn2c1nc(N1CCOCC1)nc2=O
  -3.0	-2.0	-0.1	-0.4	99.9	99.3	-1.0	97.2	0.0	-2.0	0.0
> COc1ccc(-c2cc(C(=O)NCc3ccc(Cl)cc3)no2)cc1OC
  -3.0	-8.0	0.8	8.6	99.6	100.9	-1.0	101.3	-4.0	-11.0	-9.0
> CN(Cc1nc(-c2ccncc2)no1)S(=O)(=O)c1ccc(Br)cc1
  0.0	-9.0	1.3	6.8	101.9	100.0	0.0	97.3	-6.0	-13.0	-6.0
> COc1ccc(NC(=O)c2c(N)no[n+]2[O-])c(OC)c1
  -28.0	-2.0	-0.8	-0.7	101.7	101.2	-12.0	100.8	-15.0	-1.0	-2.0
> CCSc1nc(N)c2c3c(sc2n1)CN(C)CC3
  0.0	-2.0	-0.1	2.0	101.1	98.9	-1.0	101.6	-2.0	-1.0	-2.0
> CCOC(=O)C1CCCN(c2c(NCc3ccco3)c(=O)c2=O)C1 (stereo unspecified)
  1.0	-4.0	0.3	1.3	101.4	101.9	2.0	99.3	-1.0	-7.0	-5.0
> Cc1nn(CC(=O)Nc2ccc(Cl)cn2)c(C)c1[N+](=O)[O-]
  -11.0	-9.0	-0.7	0.0	105.4	103.2	3.0	104.5	2.0	-11.0	-6.0
> c1ccc(NC2=Nc3cccc4cccc2c34)cc1
  1.0	0.0	-0.1	7.5	102.2	104.1	1.0	108.3	-1.0	-5.0	-1.0
> CCOc1ccc(N/C=C\C(=O)c2ccc3c(c2)OCO3)cc1
  -1.0	-5.0	1.0	2.6	77.0	88.7	-4.0	93.6	-6.0	-3.0	0.0
> N#Cc1cc([N+](=O)[O-])ccc1N1CCN(c2ccccc2O)CC1
  0.0	0.0	0.8	6.4	98.1	97.8	0.0	93.0	-3.0	-1.0	-2.0
> Cc1cccc(Oc2cc([N+](=O)[O-])cc3c2C(=O)Nc2ccccc2O3)c1
  -5.0	-10.0	8.7	20.6	92.2	97.3	-5.0	93.4	-6.0	-3.0	-5.0
> Cc1c(NC(=O)/C(=C/c2cccs2)c2cccs2)c(=O)n(-c2ccccc2)n1C
  -5.0	-12.0	0.2	0.4	98.9	98.5	-2.0	98.6	-3.0	3.0	-3.0
> COC(=O)C(O)(CC(=O)Nc1ccc(OC)cc1)C(F)(F)F (stereo unspecified)
  -4.0	-2.0	0.3	-1.8	69.3	85.3	-3.0	80.1	-4.0	1.0	10.0
> NC(=O)C1CCC(NC(=O)OCc2ccccc2)CC1 (stereo unspecified)
  -3.0	-8.0	0.2	0.4	98.3	91.7	3.0	92.7	5.0	-10.0	-5.0
> COc1ccc(NC(=O)CCS(=O)(=O)c2ccccc2Cl)cc1S(=O)(=O)Nc1ccc(Cl)cc1
  0.0	-6.0	-1.1	-7.5	101.9	99.9	-1.0	?	-3.0	-7.0	-4.0
> O=C(CCCOc1ccc(Cl)cc1)N1CCCCC1
  0.0	-7.0	-0.4	-2.1	98.2	97.2	2.0	101.8	-3.0	-11.0	-1.0
> CN(C)CC(=O)Nc1ccc(Oc2ccc(Cl)cc2)cc1
  -4.0	-2.0	-0.3	4.2	101.4	102.5	1.0	99.2	-3.0	0.0	0.0
> NC(=S)n1[nH]c(-c2ccc([N+](=O)[O-])cc2)c(N=Nc2ccc(Cl)cc2)c1=O
  0.0	-7.0	-0.2	-0.5	86.4	95.6	-1.0	97.7	-4.0	0.0	-2.0
> CC(=O)C(C)Oc1cc(C)cc2oc(=O)c(C)c(C)c12 (stereo unspecified)
  0.0	0.0	1.0	8.5	101.1	93.8	-1.0	94.1	0.0	-2.0	-6.0
> COc1ccccc1NC(=O)CNC(=O)c1ccccc1
  -8.0	-5.0	-1.1	8.7	77.9	81.5	-4.0	80.2	-6.0	-5.0	-3.0
> Cc1nc(NC(=O)CSc2nnc3ccccn23)c(Cl)cc1Cl
  1.0	1.0	0.7	3.1	101.3	96.0	-1.0	98.5	1.0	-2.0	-1.0
> COc1ccc(N(CC(=O)NC2CCCC2)C(=O)Cn2nnc(-c3ccc(OC)c(OC)c3)n2)cc1
  -1.0	-7.0	0.7	2.0	100.1	101.7	-3.0	97.1	-5.0	-12.0	-7.0
> COc1ccc(OC)c(C2CC(=O)N3CN(c4ccccc4)CSC3=C2C#N)c1 (stereo unspecified)
  -4.0	-24.0	-0.3	-0.7	92.1	100.4	-2.0	115.3	-7.0	4.0	-10.0
> c1ccc2c3c(c(CN4CCCC4)cc2c1)COC3
  -6.0	-6.0	1.2	2.1	102.5	96.0	-5.0	98.3	-6.0	-7.0	-4.0
> COc1ccc(OC(C)C(=O)N2CCOCC2)cc1 (stereo unspecified)
  -6.0	-12.0	12.3	1.8	101.1	101.7	-3.0	99.5	-10.0	-20.0	-9.0
> COc1cccc2cc(C(=O)N3CCCCC3C)c(=O)oc12 (stereo unspecified)
  -6.0	-13.0	0.6	4.2	109.7	112.6	-8.0	109.7	-4.0	-12.0	-5.0
> COC(=O)c1sc(NC(=S)NC(=O)c2ccccc2)nc1C
  -7.0	-4.0	-1.0	-4.8	89.7	96.3	-6.0	92.3	-9.0	0.0	-3.0
> CCN(CC)CCNC(=O)CCCCCn1c(=O)[nH]c2cc(C(=O)OC)ccc2c1=O
  -1.0	-6.0	-0.1	0.1	102.3	100.7	-1.0	101.2	-9.0	-8.0	-10.0
> CCOc1ccc(NC2OCC(O)C(O)C2O)c([N+](=O)[O-])c1 (stereo unspecified)
  -2.0	0.0	0.0	11.5	104.3	106.6	1.0	105.3	3.0	3.0	-1.0
> CC(C)[C@H](NC(=O)NCc1ccco1)C(=O)O
  -2.0	-6.0	0.2	1.1	101.9	102.0	-3.0	91.6	-1.0	-4.0	-4.0
> CC(=O)OCC1=C(C(=O)O)N2C(=O)[C@@H](NC(=O)Cc3cccs3)[C@H]2SC1
  -2.0	-7.0	-0.9	-2.8	99.0	101.8	-1.0	97.0	-3.0	0.0	2.0
> Cc1cc(NC(=O)COC(=O)[C@H](Cc2c[nH]c3ccccc23)NC(=O)c2ccc(F)cc2)no1
  -1.0	0.0	-0.1	0.2	111.1	108.2	1.0	105.1	4.0	-4.0	-3.0
> CC1CN(CCCCN2C(=O)c3ccccc3C2=O)CC(C)O1 (stereo unspecified)
  -1.0	-1.0	0.1	2.9	98.1	99.1	-2.0	98.4	-3.0	-6.0	-1.0
> COc1ccc(C(C[N+](=O)[O-])c2c(C)cc3ccccn23)cc1 (stereo unspecified)
  0.0	-7.0	0.8	2.8	100.2	98.0	7.0	102.2	0.0	6.0	0.0
> COC(=O)c1ccc(/C=N/NC(=O)CC(=O)NCc2cccnc2)cc1
  8.0	51.0*	0.2	0.1	102.9	101.2	5.0	?	3.0	32.0	54.0*
> O=C(c1cccnc1)N1N=C2CCCCCC2C1(O)C(F)(F)F (stereo unspecified)
  -5.0	-3.0	0.7	0.6	98.1	100.5	-2.0	96.8	-6.0	-3.0	-3.0
> CC(C)C(=O)Nc1cccc(C(=O)Nc2ccc3c(c2)OCO3)c1
  -5.0	2.0	0.1	7.9	95.4	95.4	1.0	96.6	0.0	6.0	1.0
> O=C1CC(c2ccccc2)SC(N(c2ccccc2)c2ccccc2)=N1 (stereo unspecified)
  15.0	16.0	0.6	0.3	93.8	95.7	17.0	99.3	21.0	21.0	12.0
> O=C(COC(=O)c1ccc(-c2ccccc2)cc1)Nc1ccccc1-c1ccccc1
  -1.0	-5.0	1.0	7.4	91.0	100.4	0.0	97.0	-2.0	-1.0	-1.0
> COc1ccc([N+](=O)[O-])cc1NC(=O)C(C)Sc1ccc(C)cc1 (stereo unspecified)
  -6.0	-12.0	1.7	81.7*	102.2	99.1	-7.0	96.9	-11.0	-12.0	-11.0
> COc1ccc(NC(=S)Nc2ccc3nc(C)c(C)nc3c2)cc1
  2.0	-8.0	0.1	0.0	99.9	102.3	10.0	100.2	0.0	-7.0	-6.0
> Cc1ccc(S(=O)(=O)N2CCC(C(=O)N3CCC(C(=O)NCC4CCCO4)CC3)CC2)cc1 (stereo unspecified)
  -6.0	-14.0	0.1	1.2	98.2	99.9	-3.0	100.9	-11.0	-23.0	-10.0
> C[N+]1(C)CC2([N+](=O)[O-])CC=C(Oc3ccccc3)C([N+](=O)[O-])(C2)C1 (stereo unspecified)
  -8.0	-5.0	-0.1	0.1	103.7	101.5	-4.0	105.4	-6.0	-1.0	-5.0
> CN(C)CCOCCOc1ccc(Cl)c2ccccc12
  -2.0	-7.0	-0.5	-0.8	99.6	105.2	-2.0	113.6	-4.0	-2.0	-7.0

# Reprinted at random: 2 records from the list.
# Sequence of screens – Mcl-1 Bim block	Bcl-B Bim block	ABCB1 block	ABCG2 inh	RGS8-Gao reg	RGS4-Gao reg	Bcl-W Bim block	RGS7-Gao reg	Bim-Bcl-XL	Bim-Bfl-1	Bcl-2 Bim block
> CC(C)[C@H](NC(=O)NCc1ccco1)C(=O)O
  -2.0	-6.0	0.2	1.1	101.9	102.0	-3.0	91.6	-1.0	-4.0	-4.0
> COc1ccc(OC)c(C2CC(=O)N3CN(c4ccccc4)CSC3=C2C#N)c1 (stereo unspecified)
  -4.0	-24.0	-0.3	-0.7	92.1	100.4	-2.0	115.3	-7.0	4.0	-10.0
